LAP4 TOR yeast = yeast TOR pathway LAP4-GFP modulation | S. cerevisiae LAP4-GFP multiplex, flow cytometry GFP, 3 h; median GFP as percent of DMSO wells | GFP response vs DMSO, % at 10 µM | hit rate 0.34% among 320,000 | AID 2023;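 active means GFP response vs DMSO above a set limit, about the screen mean plus 3 SD, cut at about 150% in these data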
AHR act = human AHR activation | P35869 | hit rate 2.5% among 320,000 | activation, % at 5 µM | AID 2796 | AHR-responsive luciferase reporter cells, luminescence; in the data active means activation above about 47%;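 further: 0% = vehicle wells and 100% = reference agonist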
Target sequence (P35869 whole entry, looked up): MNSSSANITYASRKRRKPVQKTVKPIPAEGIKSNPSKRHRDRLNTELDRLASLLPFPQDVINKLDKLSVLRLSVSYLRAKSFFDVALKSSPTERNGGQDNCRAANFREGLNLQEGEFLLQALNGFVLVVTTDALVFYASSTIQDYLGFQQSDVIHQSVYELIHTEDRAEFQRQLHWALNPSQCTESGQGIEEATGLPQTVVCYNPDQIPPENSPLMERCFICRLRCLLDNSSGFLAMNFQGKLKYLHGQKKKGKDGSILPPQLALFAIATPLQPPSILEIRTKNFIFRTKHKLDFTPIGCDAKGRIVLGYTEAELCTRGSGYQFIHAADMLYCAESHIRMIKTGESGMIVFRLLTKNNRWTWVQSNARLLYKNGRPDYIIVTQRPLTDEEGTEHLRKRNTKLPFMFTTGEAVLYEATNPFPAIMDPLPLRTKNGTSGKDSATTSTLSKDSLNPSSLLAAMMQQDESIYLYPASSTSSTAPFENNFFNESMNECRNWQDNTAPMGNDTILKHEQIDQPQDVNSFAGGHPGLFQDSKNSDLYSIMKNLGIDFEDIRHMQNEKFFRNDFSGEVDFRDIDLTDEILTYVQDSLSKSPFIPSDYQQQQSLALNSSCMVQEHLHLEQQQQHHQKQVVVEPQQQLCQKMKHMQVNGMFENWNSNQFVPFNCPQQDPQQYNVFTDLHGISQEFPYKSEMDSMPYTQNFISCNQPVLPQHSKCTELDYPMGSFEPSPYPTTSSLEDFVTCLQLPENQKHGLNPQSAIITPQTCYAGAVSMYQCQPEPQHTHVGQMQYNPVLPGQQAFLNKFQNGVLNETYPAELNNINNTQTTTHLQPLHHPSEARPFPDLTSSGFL
Efflux pump inh = inhibitors of Candida antifungal efflux pumps expressed in yeast. AID 485275. hit rate 0.44% among 330,000. inhibition, % at 10 µM. S. cerevisiae Candida pump triplex, Nile Red efflux;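 active means plate passing quality check with inhibition over a set limit, or well fluorescence over plate mean plus 4 SD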;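 further: Nile Red retained in pooled yeast measured as flow cytometry median fluorescence; 0% = buffer negative control and 100% = Enniatin B positive control; higher means more Nile Red kept so more efflux inhibition; some compounds called inactive have numbers as strong as hits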
RPL19A-GFP yeast = yeast TOR pathway RPL19A-GFP modulation | S. cerevisiae RPL19A-GFP strain, flow cytometry, 3 h; hits give low values | percent response vs DMSO, % at 10 µM | hit rate 0.3% among 330,000 | AID 2025;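 active means percent response vs DMSO below 50%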;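 further: median channel GFP fluorescence of the barcoded RPL19A-GFP strain; ratio of sample median GFP to plate DMSO average so 100% = DMSO; lower means less RPL19A-GFP as with rapamycin TOR inhibition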
AGP1 TOR yeast = alters AGP1-GFP fluorescence in TOR pathway yeast screen; hit rate 0.02% among 320,000; GFP response vs DMSO, % at 10 µM; S. cerevisiae AGP1-GFP multiplex flow cytometry, 3 h; GFP as percent of DMSO wells;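 active means GFP response relative to DMSO above a set limit, near screen average plus 3 SD, cut at about 150% in these data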;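 further: median GFP channel fluorescence of the gated AGP1 strain per well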
Yeast superoxide = yeast age-related superoxide inhibition as caloric restriction mimetic. S. cerevisiae aged cells, superoxide DHE fluorescence; hits give low values. superoxide response (% of plate mean), % at 10 µM. hit rate 0.18% among 330,000;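 active means superoxide response under a set limit, about three screen SD below normal, cut at about 65% in these data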;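 further: yeast aged for seven days with compound at 30 °C before DHE staining; 100% = average MFI of all compound-treated wells on the plate with controls excluded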
MEP2-GFP yeast = modulators of TOR pathway MEP2-GFP in S. cerevisiae | hit rate 0.51% among 330,000 | S. cerevisiae MEP2-GFP strain, flow cytometry GFP, 3 h; 100% = DMSO control level | GFP response vs DMSO, % at 10 µM | AID 2016;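 active means GFP response versus DMSO above a set limit, roughly screen mean plus 3 SD, cut at about 180% in these data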;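 further: median GFP fluorescence of the barcode-gated MEP2-GFP cells per well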
CIT2-GFP yeast = alters CIT2-GFP fluorescence in TOR pathway yeast screen. S. cerevisiae CIT2-GFP strain, flow cytometry, 3 h; 100 means same as DMSO wells. GFP response vs DMSO, % at 10 µM. hit rate 0.065% among 320,000. AID 2029;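 active means GFP response relative to DMSO above a set limit, near the screen mean plus 3 SD, cut at about 150% in these data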;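 further: ratio of well median GFP fluorescence to mean of DMSO wells on the plate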
An asterisk follows results filed as active; . = not tested or not shown.

SMILES,LAP4 TOR yeast,AHR act,Efflux pump inh,RPL19A-GFP yeast,AGP1 TOR yeast,Yeast superoxide,MEP2-GFP yeast,CIT2-GFP yeast
NC(=O)NC(Cc1ccccc1)C(=O)Nc1ccc(S(N)(=O)=O)cc1 (configuration not stated),103,2,0.0,105,108,106,104,105
O=C(CCS(=O)(=O)c1ccc(Cl)cc1)NCCC1=CCCCC1,97,12,0.1,100,106,112,99,138
NNC(=O)c1cc2c(N3CCC(Cc4ccccc4)CC3)ncnc2s1,115,13,0.2,86,70,104,117,71
Cc1ccc(S(=O)(=O)N(C)CC(=O)NNC(=O)CCS(=O)(=O)c2ccccc2)cc1,104,-1,0.0,102,104,101,99,102
CCc1ccc(N(CC(=O)NCc2ccc3c(c2)OCO3)C(=O)c2csnn2)cc1,98,2,-0.3,98,109,109,101,96
CCOC(=O)c1sc(NC(=O)CCC(=O)O)nc1C,97,0,0.0,100,101,104,109,108
CCOC(=O)Cc1csc(NC(=O)CSc2nnc(-c3cccnc3)n2Cc2ccco2)n1,89,-3,0.2,101,100,103,99,.
COc1ccc(C2C(C(C)=O)=C(O)C(=O)N2c2ccc(Br)cn2)cc1 (configuration not stated),105,7,0.0,95,98,109,130,91
COc1ccc(-c2c3c(=O)n(C)c(=O)n(C)c3cn2C2CCCCC2)cc1,100,0,-0.2,98,95,101,95,94
Cc1csc(C(=O)O)c1-n1cccc1,97,2,0.0,97,106,99,103,96
Cc1c(Cl)cccc1NC(=O)CCCN1C(=O)c2cccnc2C1=O,115,1,0.1,104,116,90,104,106
CC(C)c1nc2sc3c(=O)n(N)cnc3c2c2c1COC(C)(C)C2,87,6,0.3,102,95,117,103,93

Three entries from above, arranged by the value under MEP2-GFP yeast, rising.
| smiles | MEP2-GFP yeast |
| --- | --- |
| COc1ccc(-c2c3c(=O)n(C)c(=O)n(C)c3cn2C2CCCCC2)cc1 | 95 |
| Cc1ccc(S(=O)(=O)N(C)CC(=O)NNC(=O)CCS(=O)(=O)c2ccccc2)cc1 | 99 |
| Cc1csc(C(=O)O)c1-n1cccc1 | 103 |

(next part)
SMILES,LAP4 TOR yeast,AHR act,Efflux pump inh,RPL19A-GFP yeast,AGP1 TOR yeast,Yeast superoxide,MEP2-GFP yeast,CIT2-GFP yeast
CCOc1ccccc1CNC(=O)Cn1nc(C)c2c(C)n(-c3ccc(C)cc3)nc2c1=O,102,-3,-0.1,102,106,119,100,102
Clc1cccc(-c2csc(Nc3cccnc3)n2)c1,110,41,0.2,92,97,91,97,90
Cc1[nH]n(-c2ccc([N+](=O)[O-])cc2)c(=O)c1C=NCCc1c[nH]c2ccccc12,87,6,-0.1,97,93,121,88,94
C=CCn1c(Oc2ccccc2F)nc2c1c(=O)n(C)c(=O)n2C,96,9,0.0,104,99,104,105,101
CC(C)(C)OC(=O)N[C@@H](CCCCNC(=O)OCc1ccccc1)c1nnc([C@H](CCCCNC(=O)OCc2ccccc2)NC(=O)OC(C)(C)C)o1,106,-2,0.2,114,94,101,99,90
CSc1nnnn1-c1c(C)cc(C)cc1C,106,-1,0.1,101,101,95,93,101
CC(C)CNS(=O)(=O)c1ccc(OCC(=O)NCC2CCCO2)c(Cl)c1 (configuration not stated),92,6,0.0,96,101,105,99,97
CCN(CC(=O)Nc1ccccc1C(F)(F)F)C(=O)c1cc(-c2cccs2)nn1-c1ccccc1,96,-1,-0.1,101,95,109,101,96
Cc1ccc2nc(NC(=O)c3ccccn3)sc2c1,147,2,0.4,89,87,89,92,84
COc1ccc(CNC(=O)c2ccc(N3CCC4(CC3)CC(c3ccc(Cl)cc3)=NO4)c([N+](=O)[O-])c2)cc1,96,-5,0.0,100,103,113,94,100
COC(=O)c1ccc(NC(=O)c2cc[n+]([O-])cc2)cc1,95,2,0.0,103,102,106,103,106
CCN1C(=O)CSc2ccc(C(=O)NC3CCCCC3)cc21,100,8,-0.2,98,91,83,105,101
CC(C1CCN(Cc2nc(C3CC3)no2)CC1)N1CCOCC1 (configuration not stated),95,0,0.0,98,110,98,98,90
Cc1ccc(S(=O)(=O)N2CCCC2CNC(=O)c2ccc(F)c(F)c2)cc1 (configuration not stated),99,3,0.0,87,87,103,90,86
O=Cc1c(N2CCOCC2)nc2ccccn2c1=O,101,-1,-0.2,96,100,106,105,107
O=C(c1cccc(C(F)(F)F)c1)C1CCCN(Cc2cccc(OCCO)c2)C1 (configuration not stated),98,-2,0.4,102,98,89,101,99
COCCn1c(-c2ccc(-c3ccc([N+](=O)[O-])cc3Br)o2)nc2c1c(=O)[nH]c(=O)n2CC(C)C,100,4,0.3,108,98,95,95,99
c1ccc(SCCN2CCc3ccccc3C2)cc1,92,-1,0.3,106,103,112,105,101
CC1CCN(S(=O)(=O)c2cccc3cccnc23)CC1,99,0,0.0,100,97,98,106,93
CCOc1ccc(CCNC(=O)CCC(=O)N2CCSc3ccccc32)cc1OCC,108,1,-0.1,97,105,97,106,101
COC(=O)c1ccccc1NC(=O)CN(C)S(=O)(=O)c1cc(C)ccc1OC,98,-2,0.3,100,97,97,96,100
CCOC(=O)c1ccc2c(c1)nc(SCc1cn3ccsc3n1)n2CC,107,1,-0.1,94,93,87,104,97
CN(Cc1ccccc1)C(=O)COC(=O)c1cc(=O)[nH]c2ccccc12,137,5,0.0,105,120,85,116,106
O=C(Nc1ccc(Cl)cn1)c1ccc(COc2ccccc2Br)o1,117,7,0.0,106,95,94,103,95
CCN(CC)S(=O)(=O)c1cccc(NC(=O)c2ccc(Sc3nncn3C)c([N+](=O)[O-])c2)c1,101,5,0.0,94,100,130,91,87
COc1ccc(N2CCN(C(C)=C3C(=O)c4ccccc4C3=O)CC2)cc1,93,1,-0.1,101,95,117,93,90
Cc1ccc(NC(=O)c2sc(N)nc2-c2ccc([N+](=O)[O-])cc2)c(C)c1,101,9,0.0,98,100,116,96,100
COc1ccc(C2=NOC3(CC(=O)N(c4ccc(C)cc4)C3=O)C2)c(OC)c1 (configuration not stated),93,2,0.0,93,94,88,95,98
N#Cc1c(SCc2ccccc2)sc(C(=O)c2ccccc2)c1N,104,3,0.0,98,100,110,96,98
Cc1nc2ccccc2c(=O)n1NC(=O)c1ccc(Cl)c([N+](=O)[O-])c1,96,-1,-0.2,106,100,92,106,103
CC(C)(C)N(Cc1ccccc1)C(=O)COC(=O)[C@@H]1CCCN1C(=O)c1cccs1,97,3,0.1,93,94,99,94,85
CCc1c(C)nc(N2CCN(Cc3ccccc3)CC2)[nH]c1=O,97,21,0.1,104,103,108,108,99
Cc1cc([N+](=O)[O-])nn1CCCC(=O)NCc1ccccc1,102,-1,0.1,103,98,73,103,90
NC(=O)CC(NC(=O)Cc1ccc(Br)cc1)c1ccc(NCCN2CCCC2)c([N+](=O)[O-])c1 (configuration not stated),93,-2,-0.2,100,109,97,106,103
Cn1cc(C(=O)C(=O)N2CCc3ccccc32)c2ccccc21,106,63*,-0.1,99,106,111,105,106
COc1ccccc1OCCCn1c(=O)oc2ccc(C)cc21,92,60*,0.1,92,88,75,93,80
CCc1nnc(NC(=O)c2ccc(-c3ccc([N+](=O)[O-])cc3Cl)o2)s1,101,3,-0.1,99,107,96,104,88
O=C(NC1CC2CCCC(C1)N2CC(=O)N1CCCc2ccccc21)C1CCCCC1 (configuration not stated),93,-2,-0.1,106,102,93,100,104
N#CCSc1ccccc1NC(=O)COc1ccc(-c2nnco2)cc1,107,33,-0.1,100,101,85,109,107
CC(O)(CS(=O)(=O)Cc1cccc(C(F)(F)F)c1)C(=O)Nc1cccc(C(F)(F)F)c1 (configuration not stated),96,0,-0.1,104,102,102,100,105
O=C(O)C1CC=CCC1C(=O)NCCCN1CCCC1=O (configuration not stated),102,-3,-0.5,103,105,92,102,107
COc1ccccc1C1(CC(=O)Nc2nccs2)CCOC(C(C)C)C1 (configuration not stated),107,5,0.4,104,108,101,105,99
CCc1ccc(S(=O)(=O)/N=C2\C=C(Nc3cccc(C(=O)O)c3)C(=O)c3ccccc32)cc1,91,19,0.0,104,104,129,101,105
CCc1ccc2nc(SCC(=O)N3CC(=O)Nc4ccccc43)c(C#N)cc2c1,93,32,0.2,96,89,117,84,83
CC(NC(N)=O)C(=O)Nc1ccc(Cl)c(S(=O)(=O)Nc2ccc(Cl)cc2)c1 (configuration not stated),101,1,0.1,99,99,103,104,96
CCOCC(O)CS(=O)(=O)c1ccccn1 (configuration not stated),109,2,-0.1,96,101,86,108,99
CCOCCCNC(=O)C(c1ccc(C)cc1)N(Cc1cccs1)C(=O)c1ccccn1 (configuration not stated),104,1,0.0,97,106,96,98,114
CC1(C)CC(=O)C=C(c2ccc3ccccc3c2)C1,102,-4,0.2,96,91,87,85,84
Cc1ccc(C)c(NC(=O)c2cccc(Oc3ccc([N+](=O)[O-])cc3Cl)c2)c1,96,3,0.1,106,99,120,102,101
COc1cc(C=O)ccc1OCCOCCOc1ccccc1Cl,95,4,0.0,.,96,101,108,96
O=C(CSc1n[nH]c(-c2ccccc2)n1)c1ccccc1,109,21,-0.3,101,96,96,97,87
S=C(Nc1ccccc1Cl)N1CCCCCC1,93,1,-0.1,100,99,80,100,105
CN(C1CCCCC1)C(CNS(=O)(=O)c1ccccc1)c1ccccc1 (configuration not stated),101,1,-0.2,102,108,97,95,102
COc1ccc(CNC(=O)Cn2nc(Cc3cccnc3)c3ccccc3c2=O)cc1,96,2,-0.1,102,101,92,95,100

Screening results deposited in PubChem by several laboratories.
